# Source: PubChem BioAssay (National Center for Advancing Translational Sciences (NCATS))
# IL1B secr inh – inflammasome signaling inhibition, IL-1 beta readout | THP-1 LPS/ATP IL-1B secretion, AlphaLISA, 16 h; active compounds read low | activity change, % at 57.5 µM | 4.7% of 360,000 active | AID 743279; in the data active means activity change below about -50%; inconclusive means mostly about -30% to -49%; further: on the % scale 0 is the no-effect control and ±100 the full control effect
#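 Secreted IL-1B measured by AlphaLISA bead assay after 16 h compound exposure of THP-1 cells; compounds (final up to 57.5 uM) added 1 h before LPS (250 ng/mL) and ATP (1.25 mM) stimulation; lower signal means less secretion.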
# Nrf2 block – inhibitors of Nrf2 signaling | AID 504444 | A549 ARE-Fluc reporter, luciferase luminescence, 18-24 h | Potency, µM (titrated, usually from 46 µM), for inactives: top-dose activity change, negative = inhibition, usual class: inhibitors | 2.1% of 360,000 active; further: potency means the concentration at half of the fitted maximal effect; on the % scale 0 is the no-effect control and ±100 the full control effect; nearly all actives have a fitted effect of over 60% in size
#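 Two sequential reads on A549 ARE_Fluc cells exposed to compound for 18-24 h: a CellTiter-Fluor fluorescence read for viability, then a luciferase luminescence read for Nrf2/ARE activity.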
# A549 viability – counter-screen for Nrf2 inhibitors: cytotoxicity in A549 cells; A549 ARE-Fluc cells, CellTiter-Fluor viability, 18-24 h; Potency, µM (series often up to 46 µM), inactives show top-dose activity change, negative = cytotoxicity, hits mostly inhibitors; 0.16% of 390,000 active; AID 504648; further: potency means the concentration at half of the fitted maximal effect; on the % scale 0 is the no-effect control and ±100 the full control effect
#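 A549 ARE-Fluc cells in 5% FBS OPTI-MEM, 5000 cells/well, rested 2 h then exposed to compounds in concentration-response for 18-24 h at 37 °C. Viability by CellTiter-Fluor fluorescence (Ex 405/Em 525) after 30 min; luciferase luminescence (BugLite, 15 min, RT) read afterwards.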
# ATXN viability – viability counter-screen for ATXN expression inhibitors | 0.49% of 400,000 active | Potency, µM (series often up to 56.7 µM), actives largely listed as cytotoxic | S2 cells (HEK-293 line with an ATXN2-luciferase reporter) viability, CellTiter-Fluor protease fluorescence, 24 h; further: potency means the concentration at half of the fitted maximal effect; nearly all actives have a fitted effect of over 40% in size
# HepG2 viability – HepG2 cytotoxicity, counter-screen for TGF-b inhibitors. HepG2 CAGA-GFP viability, ATP luminescence, 18 h. Potency, µM (titrated, usually from 46.1 µM), for inactives: at the highest dose activity change, negative = cytotoxicity, hits mostly cytotoxic. 0.76% of 410,000 active. AID 588856; further: potency means the concentration at half of the fitted maximal effect; some results filed as inactive show a strong effect at the top dose
#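 CellTiter-Glo luminescence gave cytotoxicity after 18 hours at 37 degrees C. The cells were HepG2 CAGA-GFP in 1% FBS DMEM, stimulated with 500 pg/mL TGF-beta after compound addition. %Activity was normalised to no-cell wells (complete cell-killing) and DMSO (no toxicity), and curves were fitted and classified.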
# Nrf2 ARE act – activates Nrf2 signaling. 0.31% of 410,000 active. AREc32 ARE-luciferase reporter (MCF7-derived line), luminescence, 24 h. AID 624171. Potency, µM (highest dose often 46.1 µM), without a hit: at the top dose activation, most hits filed as activators; further: potency means the concentration at half of the fitted maximal effect; % of control where 0% means no effect; nearly all actives have a fitted effect of over 65% in size
#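 AREc32_Fluc, 1000 cells/well, OPTI-MEM + 5% FBS, o/n 37 deg C 5% CO2; 23 nL cpd by pin tool, 24 hr; Steady-Glo 30 min RT, luminescence.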
# ATXN2 expr inh – reduces ATXN2 reporter expression in HEK-293 cells; HEK-293 ATXN2-luciferase reporter, luminescence, 24 h; Potency, µM (titrated, usually from 57 µM), for inactives: at the top dose activity change, negative = inhibition, most hits filed as inhibitors; 0.72% of 360,000 active; AID 1745845; further: potency means the concentration at half of the fitted maximal effect; on the % scale 0 is the no-effect control and ±100 the full control effect; nearly all actives have a fitted effect of over 55% in size
#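 ATXN2-luciferase reporter cells (luciferase flanked by upstream and downstream ATXN2 gene portions) were treated 24 h at 37 °C with compounds at up to 57 uM. SteadyGlo luminescence gave expression; GF-AFC fluorescence gave viability.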
# MCF10A rereplic – DNA re-replication induction in MCF 10a cells | 2.9% of 350,000 active | AID 624296 | Potency, µM (titrated, usually from 46.1 µM), without a hit: top-dose activity, positive = re-replication, hits mostly activators | MCF 10A DNA re-replication, Hoechst nuclear intensity, 48 h; further: potency means the concentration at half of the fitted maximal effect; % of control where 0% means no effect; nearly all actives have a fitted effect of over 50% in size
# TGFb SMAD3 inh – TGF-b pathway inhibition; 1.2% of 410,000 active; Potency, µM (top dose mostly 46.1 µM), inactives show top-dose activity, negative = inhibition, hits mostly inhibitors; HepG2 CAGA-GFP TGF-b/SMAD3 reporter, GFP fluorescence, 18 h; TGF-beta stimulated, 500 pg/mL final; further: potency means the concentration at half of the fitted maximal effect; on the % scale 0 is the no-effect control and ±100 the full control effect; nearly all actives have a fitted effect of over 65% in size
#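 Cell-based qHTS in HEPG2 carrying a CAGA-GFP Smad reporter; compounds added before 500 pg/mL final TGF-beta, 18 h incubation at 37 degrees C, GFP fluorescence quantified per cell by imaging cytometry.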
# Active calls of the source: *; i = inactive; ? = inconclusive; · = no result given; & = joins results of further samples; [ ] = another dose, or the depositor's remark. Unless noted, the call rests on the fitted dose curve; in most records, active means well fitted curve in the direction sought with a large enough effect; inconclusive means small, poorly fitted or top-dose-only effect, or another doubt; inactive means no such curve, though single readings can be large; an effect the other way counts as inactive or inconclusive.
1	CC(C)c1ccc(N(CC(=O)NCC2CCCO2)C(=O)Cn2nnc(-c3cccs3)n2)cc1 (stereo not given)
2	COC(=O)C1CCN(c2cc(=O)n(C3CCCCC3)c(=O)[nH]2)CC1
3	COc1ccc(-c2csc(NC(=O)c3ccc(N4C(=O)CCC4=O)cc3)n2)cc1
4	CCc1nc2ccccc2[nH]1
5	Cc1ccc(OCC(=O)NNC(=O)CCc2ccccc2)cc1
6	Cc1cc(C)nc(NS(=O)(=O)c2ccc(NC(=O)CCN3C(=O)c4ccccc4C3=O)cc2)n1
7	COc1ccc(NC(=O)C2CC(c3c(F)cccc3Cl)=NO2)cc1OC (stereo not given)
8	Cc1cc([N+](=O)[O-])ccc1NC(=O)c1ccc(NC(=O)C(C)C)cc1
9	CCOc1ccc2nc(N(Cc3cccnc3)C(=O)c3ccco3)sc2c1
10	CC1=C(C)C(=O)N(c2ccccn2)C1=O
Assay by compound | 1 | 2 | 3 | 4 | 5 | 6 | 7 | 8 | 9 | 10
IL1B secr inh | -25 | 21 | 0 | -10 | 1 | 10 | 16 | -15 | · | 17
Nrf2 block | -14% | 10% | -13% | ? | 16% | -17% | ? | -24% | · | ·
A549 viability | -2% | -1% | 2% | 1% | 7% | 3% | -3% | -6% | -2% | -3%
ATXN viability | ? | i | ? | i | i | i | i | i | · | ?
HepG2 viability | -1% | 2% | 13% | -17% | -3% | -24% | -12% | -3% | -10% | 2%
Nrf2 ARE act | 0.3% | -0.5% | 0.4% | -0.5% | -0.8% | -0.3% | 3.5% | 0.3% | 1.1% | -0.1%
ATXN2 expr inh | 0% | 10% | · | 2% | -8% | 1% | 5% | 2% | · | -9%
MCF10A rereplic | 7% | 7% | 2% | -8% | 1% | 22% | 9% | 6% | · | -1%
TGFb SMAD3 inh | 0% | 11% | 1% | -20% | 20% | 23% | -18% | 10% | 1% | 26%

# Two compounds from above, limited to HepG2 viability and TGFb SMAD3 inh:
cpd	SMILES	HepG2 viability	TGFb SMAD3 inh
4	CCc1nc2ccccc2[nH]1	-17%	-20%
3	COc1ccc(-c2csc(NC(=O)c3ccc(N4C(=O)CCC4=O)cc3)n2)cc1	13%	1%

# Returning to the listing; the 4 compounds before the break are reprinted first.
7	COc1ccc(NC(=O)C2CC(c3c(F)cccc3Cl)=NO2)cc1OC (stereo not given)
8	Cc1cc([N+](=O)[O-])ccc1NC(=O)c1ccc(NC(=O)C(C)C)cc1
9	CCOc1ccc2nc(N(Cc3cccnc3)C(=O)c3ccco3)sc2c1
10	CC1=C(C)C(=O)N(c2ccccn2)C1=O
11	COc1ccc(-n2c(=O)[nH]cc(C(=O)Nc3ccc4c(c3)OCCO4)c2=O)cc1
12	Cc1cc(-c2nnc(-c3cc4ccccc4oc3=O)o2)c(C)n1-c1ccccc1
13	CC(C)=N/N=C(\c1cccc([N+](=O)[O-])c1)C12CN3CN(CN(C3)C1)C2
14	CCOC(=O)Nc1ccc2c(CN3CCN(S(=O)(=O)c4ccc(C(C)C)cc4)CC3)cc(=O)oc2c1
15	Cc1cc(C(F)(F)F)nn1CC(=O)N(C)C1CCCCC1
16	CCCCC(CC)CNC(=O)c1cc2ccccc2c(=O)o1 (stereo not given)
17	COc1ccccc1CNC(=O)C1CCN(S(=O)(=O)c2ccc3[nH]c(=O)ccc3c2)CC1
18	CN(C)CCCN(C(=O)c1sc2ccccc2c1Cl)c1nc2c(F)cccc2s1
19	COc1ccc(OCC(=O)N2CCN(c3cccc(Cl)c3)CC2)cc1
20	O=C(O)CCCCCCCCCCCNC(=O)NC12CC3CC(CC(C3)C1)C2
Assay by compound | 7 | 8 | 9 | 10 | 11 | 12 | 13 | 14 | 15 | 16 | 17 | 18 | 19 | 20
IL1B secr inh | 16 | -15 | · | 17 | 17 | -13 | 12 | 0 | 1 | 2 | · | -8 | -5 | 46
Nrf2 block | ? | -24% | · | · | 10% | 0% | -2% | 17% | 1% | 0% | · | 2% | -3% | -2%
A549 viability | -3% | -6% | -2% | -3% | 5% | -14% | 0% | 0% | -1% | 2% | -5% | 5% | -1% | -3%
ATXN viability | i | i | · | ? | i | i | i | i | i | i | i | i | i | i
HepG2 viability | -12% | -3% | -10% | 2% | 0% | -5% | 4% | 5% | 34% | -9% | -1% | 5% | -14% | 1%
Nrf2 ARE act | 3.5% | 0.3% | 1.1% | -0.1% | 0.5% | 3.8% | -0.6% | -1.2% | 3.0% | -1.7% | -0.7% | 0.3% | -1.8% | 0.0%
ATXN2 expr inh | 5% | 2% | · | -9% | 1% | 32% | -2% | 2% | 5% | -16% | 16% | 5% | -4% | 5%
MCF10A rereplic | 9% | 6% | · | -1% | 8% | 5.8µM* | 3% | ? | 1% | ? | · | -4% | 3% | -1%
TGFb SMAD3 inh | -18% | 10% | 1% | 26% | -2% | 27% | 10% | -11% | 26% | -7% | 3% | -15% | -27% | 14%

21	CCOc1ccccc1NC(=O)c1sc2nc(C)nc(N3CCOCC3)c2c1C
22	CCC(CC)C(=O)Nc1cccc(C(=O)Nc2nccs2)c1
23	Cc1cc(-c2ccccc2)nc(N(C)NC(=O)c2ccc(Cl)cc2)c1S(C)(=O)=O
24	COc1ccc(-n2cc([N+](=O)[O-])c(=O)c3ccc(Cl)cc32)cc1
25	O=C(Cn1c(=O)n2ncnc2c2c3c(sc21)CCCC3)c1ccccc1
26	CC(=O)N1CCN(C(=S)NC(=O)C23CC4CC(CC(C4)C2)C3)CC1
27	COC(=O)CCn1c(C)cc(C(=O)COc2ccccc2C(N)=O)c1C
28	COC(=O)/C=C/C(=O)N1CCN(c2ccccc2)CC1
29	CCC1CCCCN1CCCNC(=O)c1ccc(/C=C2/Sc3ccccc3NC2=O)cc1 (stereo not given)
30	CCN(CC)S(=O)(=O)c1ccc(N2CCN(c3ccccc3OC)CC2)c(N)c1
Assay by compound | 21 | 22 | 23 | 24 | 25 | 26 | 27 | 28 | 29 | 30
IL1B secr inh | 15 | 20 | -27 | 8 | -4 | 0 | -99* | -91* | -2 | -26
Nrf2 block | -13% | ? | · | 9% | · | -4% | -24% | 2% | 7% | ?
A549 viability | 0% | -5% | -6% | 2% | 2% | 6% | 3% | 0% | 16% | 0%
ATXN viability | i | · | i | i | i | i | i | i | ? | i
HepG2 viability | -30% | -3% | -6% | 27% | -22% | -12% | -2% | 7% | 5% | -6%
Nrf2 ARE act | -0.3% | 0.4% | -0.8% | -0.6% | 0.0% | -0.1% | 3.4% | ? | -0.3% | 2.0%
ATXN2 expr inh | 1% | · | 2% | -6% | -2% | 51%[activator] | -12% | 5% | · | ?
MCF10A rereplic | -2% | 0% | -8% | 0% | 0% | -5% | 3% | 17% | ? | 25%
TGFb SMAD3 inh | 0% | -6% | -10% | 7% | ? | -5% | 5% | -4% | 27% | -4%

31	COc1ccc(-c2cc(C(=O)O)c(C)o2)cc1OC
32	COC(=O)c1cc2cc(OC)ccc2n1C
33	CCN(CC(=O)Nc1c(C(=O)OC)[nH]c2ccccc12)c1ccc2c(c1)OCO2
34	CN(C)c1ccc(NS(=O)(=O)c2cccc(Cl)c2)cc1
35	Cc1ccsc1/C=N/N=C1\C(=O)Nc2ccccc21
36	O=[N+]([O-])c1ccc(NN=Cc2ccc3c(c2)OCO3)nc1
37	O=C(COC(=O)c1cccc(C(=O)OCC(=O)c2ccc(Br)cc2)n1)c1ccc(Br)cc1
38	COc1cc2c(cc1OC)C(c1ccccc1)NC(C)(C)C2 (stereo not given)
39	Cc1ccn2c(Nc3ccccc3C)c(-c3ccncc3)nc2c1
40	O=C(c1sc2ccccc2c1Cl)N1CCN(c2ccccn2)CC1
Assay by compound | 31 | 32 | 33 | 34 | 35 | 36 | 37 | 38 | 39 | 40
IL1B secr inh | -1 | 3 | -11 | -9 | -4 | -16 | -8 | -8 | -89* | -7
Nrf2 block | -9% | 5% | -8% | ? | 4% | ? | 18% | 1% | ? | -4%
A549 viability | -5% | -4% | 0% | -13% | -5% | -5% | 0% | 2% | -7%&-13% | 0%
ATXN viability | · | i | i | i | i | i | i | i | ? | i
HepG2 viability | -15% | -13% | -17% | -40% | -19% | 0% | 3% | -6% | -61%&-36% | -2%
Nrf2 ARE act | -1.7% | -0.6% | -0.2% | 1.6% | ? | 2.4% | -0.1% | 0.0% | 25%&9.3% | -0.4%
ATXN2 expr inh | · | 11% | -2% | -2% | 43%[activator] | 68%[activator] | 0% | · | 102%&65%[activator] | -20%
MCF10A rereplic | 0% | 3% | ? | 10% | 8% | ? | -1% | ? | 0% | 3%
TGFb SMAD3 inh | 0% | 10% | -2% | -1% | ? | -2% | -9% | 18% | ? | 2%

41	COc1ccc(NS(=O)(=O)c2cccc(C(=O)N/N=C(\C)c3cccnc3)c2)cc1
42	CC(Oc1ccc2c3c(c(=O)oc2c1)CCC3)C(=O)NCCN1CCOCC1 (stereo not given)
43	O=C(Nc1ccc(Cc2ccncc2)cc1)C1CCC(N2C(=O)C3C4C=CC(C4)C3C2=O)CC1 (stereo not given)
44	COc1ccc(COc2ccccc2C(=O)NCc2ccccc2)cc1F
45	Cc1ccc(NC(=O)COC(=O)c2ccc(NC(=O)CC#N)cc2)cc1S(=O)(=O)N1CCOCC1
Assay by compound | 41 | 42 | 43 | 44 | 45
IL1B secr inh | 17 | 19 | -78* | 40 | -20
Nrf2 block | -2% | -15% | ? | ? | 12%
A549 viability | -1% | 2% | 0% | -9% | 3%
ATXN viability | i | i | ? | ? | i
HepG2 viability | -4% | 0% | -16% | -27% | -6%
Nrf2 ARE act | 0.1% | 0.4% | 0.7% | 2.9% | -0.6%
ATXN2 expr inh | -2% | 8% | ? | ? | -10%
MCF10A rereplic | -2% | 4% | -11% | ? | -13%
TGFb SMAD3 inh | ? | 5% | -9% | ? | 11%

# Compounds as they come; overall some 8.8% were active at least once.
